# Compound activity deposited in PubChem by National Center for Advancing Translational Sciences (NCATS).
# Epigenetic reg: epigenetic control regulation, reporter derepression; 280,000 compounds, 0.2% hits; murine LDR cells, GFP reporter derepression, 30 h; Potency, µM (series often up to 53.9 µM), for the others: at the top dose GFP activation, hits mostly activators; note: potency is the fitted concentration of half-maximal effect; % of control where 0% means no effect; nearly all actives have a fitted effect of over 60% in size
#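 In this reporter-derepression format, murine cells bearing a silenced integrated CMV-GFP locus incubate with test compound (30 h, 37 C), then are washed and imaged; fluorescent objects of 20–120 um count as induced cells.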
# HttQ103 aggreg: reduces HttQ103-GFP aggregates in PC12 cells; PC12 HttQ103-GFP aggregates, Acumen cytometry, 40 h; Potency, µM (doses to about 46.1 µM), without a hit: top-dose activity change, negative = inhibition, most hits filed as inhibitors; 220,000 compounds, 1.1% hits; note: potency is the fitted concentration of half-maximal effect; % is set by controls: 0 for no effect and ±100 for the full control effect; nearly all actives have a fitted effect of over 60% in size
#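 Using laser scanning cytometry, GFP-positive aggregates were counted after lysis of PC12 cells induced with 100 nM tebufenozide to express HTT exon 1 Q103–GFP. Compounds were tested in titration.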
# IMPase Li cell: membrane-permeable IMPase blocker, potentiated with lithium; CHO-M1 cells, IP1 TR-FRET (IP-One), carbachol + lithium; Potency, µM (doses to about 59.4 µM), without a hit: at the highest dose activity, negative = IMPase inhibition, usual class: inhibitors; 210,000 compounds, 0.35% hits; AID 1457;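 note: IP1 builds up when IMPase is blocked and the TR-FRET signal falls; potency is the fitted concentration of half-maximal effect; plate controls were basal vehicle for no effect and high inhibitor control for full effect; nearly all actives have a fitted effect of over 50% in size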
#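 CHO cells stably expressing M1 receptor (2000/well) were cultured 16–30 h, then exposed to compounds with a small lithium addition for 30 min at 37C. IP1 was measured by TR-FRET competition; AC50 from Hill fits.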
# Luc counter: blocks Kinase-Glo luciferase, a counter-screen artifact; Q27757; AID 1379; Kinase-Glo luciferase, ATP luminescence, 8 min; Potency, µM (doses to about 38.3 µM), inactives show at the highest dose activity change, negative = inhibition, usual class: inhibitors; 200,000 compounds, 0.28% hits; note: potency is the fitted concentration of half-maximal effect; % is set by controls: 0 for no effect and ±100 for the full control effect; nearly all actives have a fitted effect of over 60% in size
#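 Substrate mix (final 50 mM imidazole pH 7.2, 50 mM KCl, 7 mM MgCl2, 10 uM ATP, 0.01% Tween 20, 0.05% BSA) plus pin-tool compound, then Kinase-Glo detection mix; 8 min ambient, luminescence read.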
# CBFb RUNX1 block: blocks binding between human CBF-beta and RUNX1 | Q01196+Q13951 | AlphaScreen CBFb-His/RUNX1-biotin binding, biochemical | Potency, µM (top dose mostly 59.8 µM), for inactives: top-dose activity, negative = inhibition, actives largely listed as inhibitors | 230,000 tested, under 10 active; note: % of control where 0% means no effect
# Target sequence (Q01196 whole entry, looked up): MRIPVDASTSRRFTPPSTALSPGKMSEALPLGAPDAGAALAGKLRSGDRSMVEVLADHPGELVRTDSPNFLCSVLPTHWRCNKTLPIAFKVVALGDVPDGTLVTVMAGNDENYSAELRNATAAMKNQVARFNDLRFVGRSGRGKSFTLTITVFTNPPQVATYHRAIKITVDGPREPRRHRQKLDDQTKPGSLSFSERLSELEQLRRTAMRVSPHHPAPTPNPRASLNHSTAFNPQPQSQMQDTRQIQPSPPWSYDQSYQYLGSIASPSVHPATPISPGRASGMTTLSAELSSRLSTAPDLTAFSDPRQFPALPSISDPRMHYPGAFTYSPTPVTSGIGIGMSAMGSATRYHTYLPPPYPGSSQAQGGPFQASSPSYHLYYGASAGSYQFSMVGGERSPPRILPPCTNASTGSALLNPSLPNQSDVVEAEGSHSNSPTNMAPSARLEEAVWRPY
# Target sequence (Q13951 whole entry, looked up): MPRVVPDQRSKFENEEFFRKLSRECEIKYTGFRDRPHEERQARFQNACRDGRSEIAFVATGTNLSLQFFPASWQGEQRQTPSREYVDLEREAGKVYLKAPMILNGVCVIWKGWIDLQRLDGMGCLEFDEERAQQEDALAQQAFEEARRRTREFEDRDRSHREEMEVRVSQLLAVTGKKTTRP
#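 His-tagged CBF-beta and biotinylated RUNX1 (30 nM each) were premixed 20 min at room temperature, exposed to compound for 15 min, then given nickel-chelate and streptavidin AlphaScreen beads (50 ng each). After 90 min, AlphaScreen signal was read.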
# NPSR antagonist: antagonists of human neuropeptide S receptor cAMP signaling. Potency, µM (highest dose often 38.3 µM), for inactives: at the top dose activity change, negative = inhibition, usual class: inhibitors. CHO-NPSR cells, cAMP TR-FRET, antagonist mode. Q6W5P4. 220,000 compounds, 1% hits; note: potency is the fitted concentration of half-maximal effect; % is set by controls: 0 for no effect and ±100 for the full control effect; nearly all actives have a fitted effect of over 50% in size; many of its hits are not listed in these tables
# Target sequence (Q6W5P4 whole entry, looked up): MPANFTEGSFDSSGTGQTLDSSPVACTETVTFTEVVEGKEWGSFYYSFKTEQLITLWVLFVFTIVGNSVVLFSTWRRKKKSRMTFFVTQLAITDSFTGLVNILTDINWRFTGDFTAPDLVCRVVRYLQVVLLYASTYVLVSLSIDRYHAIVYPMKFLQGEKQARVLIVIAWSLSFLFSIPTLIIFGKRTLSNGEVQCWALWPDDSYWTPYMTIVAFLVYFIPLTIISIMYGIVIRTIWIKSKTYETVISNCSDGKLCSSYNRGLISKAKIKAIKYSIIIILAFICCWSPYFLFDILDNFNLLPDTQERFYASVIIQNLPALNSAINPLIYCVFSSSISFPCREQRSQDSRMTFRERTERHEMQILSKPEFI
# L3MBTL1 block: L3MBTL1 (human) inhibition; Q9Y468; AlphaScreen L3MBTL1–H3K9me1 peptide binding; Potency, µM (series often up to 57.1 µM), for the others: at the highest dose activity, negative = inhibition, actives largely listed as inhibitors; 230,000 compounds, 0.66% hits; note: potency is the fitted concentration of half-maximal effect; % is set by controls: 0 for no effect and ±100 for the full control effect; nearly all actives have a fitted effect of over 60% in size
#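 AlphaScreen assay: L3MBTL1 (50 nM final) was preincubated 30 min at room temperature with biotinylated H3(1-15)K9me1 peptide (75 nM final), then 30 min with library compounds; streptavidin donor and nickel chelate acceptor beads (10 ug/mL final) added, 30 min dark.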
# Numbers without * were called inactive; ? = inconclusive; . = no result given; & = joins results of further samples; [ ] = remark or other dose. Calls come from the whole dose curve; as a rule, active = well fitted curve in the direction sought with a large enough effect; inconclusive = small, poorly fitted or top-dose-only effect, or another doubt; inactive = no such curve, though single readings can be large; an effect the other way counts as inactive or inconclusive. These rows are one share of the data (hit frequency here may not be typical).
# Values run as follows: Epigenetic reg | HttQ103 aggreg | IMPase Li cell | Luc counter | CBFb RUNX1 block | NPSR antagonist | L3MBTL1 block
Cc1ccsc1/C=N/NC(=O)Cn1nc(C)c([N+](=O)[O-])c1C
  7.4% | 19%[9.22 µM] | . | . | -3% | -11% | -3%
CCOC(=O)C(Cc1ccccc1)C(=O)Nc1nccs1 (configuration not stated)
  0.9% | -4% | -13%[38.3 µM] | 0% | -4% | 7%[46.1 µM] | 1%
COc1c(N2CCNC(C)C2)c(F)cc2c(=O)c(C(=O)O)cn(C3CC3)c12 (configuration not stated)
  5.1% | 27% | 4% | -1% | ? | . | .
O=C(CCCc1nc2ccccc2s1)NC(c1ccccc1)c1ccccc1
  7.3% | 4% | 8% | 5% | 9% | -10% | 8%
Nc1c(-c2ccccc2)c(CSc2nc3ccccc3[nH]2)nn1-c1cccc(Cl)c1
  0.0% | -11% | 14% | -6% | -4% | 7% | 1%
O=C(CSc1nncs1)NC(=O)NCc1ccco1
  9.3% | 17% | 4% | 2% | -5% | 6% | -22%
C[C@H](CO)NC(=O)[C@H](C)[C@@H]1C[C@@]1(C)[C@@H](NC(=O)OCc1ccccc1)c1ccccc1
  0.1%&2.8% | -6% | 0%&-12% | 15%&0% | 16%&7% | -2% | 0%
CCOc1ccc(OCC)c(NC(=O)c2[nH]c(C)c(C(C)=O)c2C)c1
  1.4% | 8% | 7.1µM* | -5% | -3% | 11%[46.1 µM] | -4%
Cc1nn(-c2ccc(F)cc2)c(C)c1NS(=O)(=O)c1ccc(Cl)cc1
  -1.1% | -10% | 4%[38.3 µM] | -1% | 12% | -14%[46.1 µM] | -4%
COc1ccc2nc(C)cc(SCC(=O)N/N=C/c3cccc4ccccc34)c2c1
  2.7% | -4% | -3% | 3% | 9% | -16%[46.1 µM] | 1%

# 3 entries from above, ordered by count of non-hydrogen atoms, rising.
# Values run as follows: Epigenetic reg | HttQ103 aggreg | IMPase Li cell | Luc counter | CBFb RUNX1 block | NPSR antagonist | L3MBTL1 block
O=C(CSc1nncs1)NC(=O)NCc1ccco1
  9.3% | 17% | 4% | 2% | -5% | 6% | -22%
CCOc1ccc(OCC)c(NC(=O)c2[nH]c(C)c(C(C)=O)c2C)c1
  1.4% | 8% | 7.1µM* | -5% | -3% | 11%[46.1 µM] | -4%
O=C(CCCc1nc2ccccc2s1)NC(c1ccccc1)c1ccccc1
  7.3% | 4% | 8% | 5% | 9% | -10% | 8%

# The listing continues:
# Values run as follows: Epigenetic reg | HttQ103 aggreg | IMPase Li cell | Luc counter | CBFb RUNX1 block | NPSR antagonist | L3MBTL1 block
CS(=O)(=O)N(CC(=O)NCc1ccncc1)Cc1ccc(Cl)cc1
  -1.1% | 0.63µM* | 19%[38.3 µM] | 2% | 3% | 0%[46.1 µM] | -3%
Cc1nc(N)ncc1Sc1ccc(Cl)cc1
  1.1% | -19% | ? | 2% | 13% | -5% | 7%
O=S(=O)(c1cccc(-n2cnnn2)c1)N1CCOCC1
  -1.6% | 8% | -13%[38.3 µM] | -2% | -1% | 2%[46.1 µM] | 5%
O=C(O)c1cccc2c1C(=O)c1cccc3snc-2c13
  1.1% | -3%[9.22 µM] | . | . | 8% | -8% | 3%
O=C1Nc2ccc(Br)cc2C1=Nc1cccnc1
  0.0% | -12%[9.22 µM] | . | . | 6% | -1% | .
CCN(CC)S(=O)(=O)c1ccc(N2CCCCC2)c(NC(=O)c2ccncc2)c1
  -0.2% | -5%[9.22 µM] | -1% | 1% | 4% | -30% | -5%
O=C(Nc1nc(N2C(=O)c3ccccc3C2=O)n(-c2ccccc2)n1)c1ccccc1
  -8.2% | 1% | 1% | 0% | 13% | 2% | 38%[activator]
Cc1cccc(C(=O)OCC(=O)NC(C)CCc2ccccc2)c1 (configuration not stated)
  -4.0% | 6% | -3% | 0% | -6% | 2% | 32%[activator]
O=C(CC1C(=O)NCCN1Cc1ccoc1)NCCCn1ncc2ccccc21 (configuration not stated)
  1.1% | 3%[9.22 µM] | 8% | -3% | -12% | 16% | -14%
Cc1cccc(C)c1NC(=O)C(=O)NCCc1c[nH]c2ccccc12
  7.2% | 1% | 8% | 2% | -5% | -8% | .
CCN1CCN(C(=O)CN(c2ccc(C)cc2)S(C)(=O)=O)CC1
  0.0% | 1% | -2%[38.3 µM] | -1% | 3% | -2%[46.1 µM] | .
Cn1c(=O)c([N+](=O)[O-])c(Cl)c2ccccc21
  1.9% | -45%[9.22 µM] | 38%[activator] | -1% | 1% | ? | 0%
O=C(Nc1ccc(Cc2ccncc2)cc1)c1cc([N+](=O)[O-])ccc1N1CCOCC1
  0.4% | 3% | 1% | 4% | -25% | -13% | -6%
COc1ccc(/C=C(\C#N)C(=O)C(C)(C)n2cncn2)cc1
  1.1% | 12% | -8% | 0% | 1% | 9% | -26%
COCCOC(=O)c1c(C)oc2ccc(NS(=O)(=O)c3ccc(C(=O)O)cc3)cc12
  -0.2% | 2% | 3%[38.3 µM] | -2% | -7% | 1%[46.1 µM] | ?
CCc1nnc(NC(=O)CSc2nc3cc(OC)ccc3cc2C)s1
  1.7% | 9% | ? | 0% | -7% | -47% | .
CCC(=Nc1ccccc1)C1=C(O)CCCC1=O
  0.5% | -16%[9.22 µM] | . | . | 5% | 44% | 8%
CC(C)CNC(=O)CO/N=C/c1ccccc1Cl
  -0.4% | -7% | 0% | 3% | 1% | 2% | 5%
O=C1CC(N2CCN(c3nc4ccccc4s3)CC2)C(=O)N1c1ccc(F)cc1 (configuration not stated)
  0.0% | 0% | 21%[38.3 µM] | 0% | 3% | -18%[46.1 µM] | .
Cc1ccc(C2CC(=O)C=C(NCC(C)C)C2)cc1 (configuration not stated)
  -0.9% | -6% | 0% | -5% | 0% | 13% | 8%
CCC(Sc1nc2n[nH]c(C)c2c(=N)n1-c1ccc(C)c(Cl)c1)C(=O)N1CCOCC1 (configuration not stated)
  0.9% | -1% | 28%[38.3 µM] | -2% | -2% | -23%[46.1 µM] | -7%
COc1ccccc1N1CCN(CC(=O)Nc2ccc(Cl)c(C(F)(F)F)c2)CC1
  -1.0% | ? | 16% | 0% | 4% | -21%[46.1 µM] | ?
COc1cc(C(=O)Nc2ccc(N(C)C)cc2)c([N+](=O)[O-])cc1OC
  -1.1% | 24% | 20% | -4% | -8% | -16% | -13%
Cc1ccccc1-c1nn2c(-c3ccccc3)nnc2s1
  4.9% | -28% | 7%[38.3 µM] | -3% | 5% | 2%[7.67 µM] | 37%[activator]
CCn1c(Cn2nnc(-c3ccccc3)n2)nnc1SCC(=O)Nc1cccc(C)c1C
  16% | 1% | -10%[38.3 µM] | -7% | 15% | ? | -2%
Cc1cccc(-n2c(O)c(C=NC3CCS(=O)(=O)C3)c3ccccc3c2=O)c1C (configuration not stated)
  -0.3% | -11%[9.22 µM] | . | . | -3% | -14% | -1%
O=C(CN1CCCC1)Nc1cc(F)ccc1F
  -1.5% | 11% | 2% | -2% | -8% | 13% | 6%
C=CCN(CC=C)CCOc1ccccc1F
  0.0% | 0% | -7% | -1% | -2% | 4% | 36%[activator]
C#CCCOC(=O)N1C2=NC(C(=O)OC)=C(C(=O)OC)[C@@H]3N(CC#CC)c4ccccc4[C@]23C[C@H]1C(=O)OC
  . | . | 8% | -6%[7.66 µM] | -3%[13.1 µM] | . | .
Cc1cc(-c2ccc3ccccc3c2)n2ncnc2n1
  4.3% | 12% | -12% | -3% | 5% | -5% | 26%

# Rewritten bar-delimited: two of the compounds above.
compound | Epigenetic reg | HttQ103 aggreg | IMPase Li cell | Luc counter | CBFb RUNX1 block | NPSR antagonist | L3MBTL1 block
C#CCCOC(=O)N1C2=NC(C(=O)OC)=C(C(=O)OC)[C@@H]3N(CC#CC)c4ccccc4[C@]23C[C@H]1C(=O)OC | . | . | 8% | -6%[7.66 µM] | -3%[13.1 µM] | . | .
COc1cc(C(=O)Nc2ccc(N(C)C)cc2)c([N+](=O)[O-])cc1OC | -1.1% | 24% | 20% | -4% | -8% | -16% | -13%

# An excerpt from above, showing only Luc counter:
SMILES	Luc counter
CCC(Sc1nc2n[nH]c(C)c2c(=N)n1-c1ccc(C)c(Cl)c1)C(=O)N1CCOCC1 (configuration not stated)	-2%
COc1ccccc1N1CCN(CC(=O)Nc2ccc(Cl)c(C(F)(F)F)c2)CC1	0%

# New compounds follow.
# Values run as follows: Epigenetic reg | HttQ103 aggreg | IMPase Li cell | Luc counter | CBFb RUNX1 block | NPSR antagonist | L3MBTL1 block
O=C(NCCNC(=O)c1ccc(Br)o1)c1ccc(Br)o1
  -3.2% | 14% | . | . | 4% | -5%[46.1 µM] | -7%
Cc1c(NC(=O)C(C)OC(=O)c2cc3c4ccccc4n(C)c3s2)c(=O)n(-c2ccccc2)n1C (configuration not stated)
  -0.8% | ? | -14%[38.3 µM] | -1% | -5% | -6%[46.1 µM] | -5%
CC(C)CC(=O)NC(C)C(c1cccs1)N1CCOCC1 (configuration not stated)
  1.1% | -13%[9.22 µM] | . | . | 3% | 5% | .
COc1cc(/C=C2/SC(=S)NC2=O)ccc1OS(=O)(=O)c1ccc(C)cc1
  0.0% | ? | 7% | 3% | ? | -59% | -6%
N#Cc1c(SCC(N)=O)nsc1SCc1ccc(Cl)cc1
  -1.1% | -6% | 22%[38.3 µM] | -2% | 1% | -21%[46.1 µM] | 2%
S=c1nc2ccccc2c2nc(-c3cccnc3)[nH]n12
  0.9% | -6%[9.22 µM] | . | . | 10% | -14% | .
O=C(COc1ccc(Cl)cc1)NCCCn1ccnc1
  9.3% | 14% | 4%[38.3 µM] | -2% | -20% | -1%[46.1 µM] | -9%
CCOc1ccc(C(=O)NCC(=O)OCc2ccc(F)cc2Cl)cc1
  -1.0% | 1% | -4% | -1% | 6% | 22% | 8%
CCOc1ccc(-n2c(=O)c3ccccc3c3ccccc3c2=O)cc1
  2.5% | 2%[9.22 µM] | . | . | 0% | 47% | -9%
